Source: PubChem (Center for Chemical Genomics, University of Michigan)
Dicer processing: blocks human Dicer maturation of pre-miR-21; Q9UPY3; cat-ELCCA pre-miR-21 Dicer processing, chemiluminescence; active compounds read high; z-score at 25 µM; 47,000 compounds, 6% hits; in the data active = z-score above about 3, passing the limit was not always enough;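 also: plate controls were vehicle for no effect and no enzyme for full effect; higher signal means more uncleaved substrate so more Dicer inhibition; strong numbers were not always called active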
Target sequence (Q9UPY3 whole entry, looked up): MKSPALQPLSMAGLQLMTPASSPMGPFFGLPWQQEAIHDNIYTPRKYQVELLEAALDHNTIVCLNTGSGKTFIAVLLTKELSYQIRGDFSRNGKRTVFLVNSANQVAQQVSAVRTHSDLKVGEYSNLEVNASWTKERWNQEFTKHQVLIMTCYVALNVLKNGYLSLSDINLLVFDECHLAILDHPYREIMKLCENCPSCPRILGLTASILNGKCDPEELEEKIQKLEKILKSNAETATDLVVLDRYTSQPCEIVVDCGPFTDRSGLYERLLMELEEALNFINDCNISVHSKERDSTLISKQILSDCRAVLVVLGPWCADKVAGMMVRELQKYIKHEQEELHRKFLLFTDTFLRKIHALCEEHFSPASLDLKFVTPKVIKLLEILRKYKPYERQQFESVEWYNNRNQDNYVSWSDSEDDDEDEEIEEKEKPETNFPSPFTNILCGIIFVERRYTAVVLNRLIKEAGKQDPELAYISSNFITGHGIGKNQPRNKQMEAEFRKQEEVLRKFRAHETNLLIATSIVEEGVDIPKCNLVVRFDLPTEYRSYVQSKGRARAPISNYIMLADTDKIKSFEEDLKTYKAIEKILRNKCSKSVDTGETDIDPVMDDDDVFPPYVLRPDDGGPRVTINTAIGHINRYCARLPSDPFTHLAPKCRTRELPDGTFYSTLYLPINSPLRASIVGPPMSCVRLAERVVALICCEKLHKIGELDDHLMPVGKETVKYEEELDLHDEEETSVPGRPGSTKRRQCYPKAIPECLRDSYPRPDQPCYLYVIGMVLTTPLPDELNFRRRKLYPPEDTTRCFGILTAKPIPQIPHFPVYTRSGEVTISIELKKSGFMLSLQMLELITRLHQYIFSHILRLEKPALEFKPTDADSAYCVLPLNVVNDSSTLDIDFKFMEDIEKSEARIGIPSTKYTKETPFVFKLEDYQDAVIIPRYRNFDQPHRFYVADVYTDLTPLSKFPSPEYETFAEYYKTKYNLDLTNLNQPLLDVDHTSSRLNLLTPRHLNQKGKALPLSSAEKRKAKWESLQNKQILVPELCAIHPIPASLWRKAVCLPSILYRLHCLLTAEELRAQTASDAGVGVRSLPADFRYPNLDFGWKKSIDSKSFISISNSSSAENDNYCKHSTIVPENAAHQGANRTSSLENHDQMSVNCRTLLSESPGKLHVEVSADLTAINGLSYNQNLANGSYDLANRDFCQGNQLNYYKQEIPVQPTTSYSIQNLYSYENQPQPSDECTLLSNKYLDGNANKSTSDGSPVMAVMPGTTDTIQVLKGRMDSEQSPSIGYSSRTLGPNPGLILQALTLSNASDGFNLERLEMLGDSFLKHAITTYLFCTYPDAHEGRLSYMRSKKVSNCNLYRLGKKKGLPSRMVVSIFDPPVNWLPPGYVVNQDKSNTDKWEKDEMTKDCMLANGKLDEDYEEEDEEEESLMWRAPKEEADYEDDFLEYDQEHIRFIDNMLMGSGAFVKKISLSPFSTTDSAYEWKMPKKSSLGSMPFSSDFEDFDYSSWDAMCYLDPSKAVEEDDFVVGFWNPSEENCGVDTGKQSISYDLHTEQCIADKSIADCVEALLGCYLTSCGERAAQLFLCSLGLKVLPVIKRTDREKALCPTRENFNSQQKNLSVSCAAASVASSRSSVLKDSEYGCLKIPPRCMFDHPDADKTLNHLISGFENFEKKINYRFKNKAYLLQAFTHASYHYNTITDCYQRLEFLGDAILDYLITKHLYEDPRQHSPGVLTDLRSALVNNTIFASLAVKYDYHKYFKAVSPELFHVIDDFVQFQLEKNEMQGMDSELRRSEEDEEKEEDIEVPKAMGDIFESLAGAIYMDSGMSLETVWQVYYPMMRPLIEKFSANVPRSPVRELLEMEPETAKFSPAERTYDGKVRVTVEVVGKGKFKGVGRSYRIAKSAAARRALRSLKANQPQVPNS
Numbers without * were called inactive. This is a subset, so the mix of outcomes need not match the whole.

`O=C(OCCS(=O)(=O)c1ccccn1)c1cccc(Cl)c1` gave Dicer processing -1.05.
Screening Cc1ccc(-c2cn3cc(-c4ccc(Br)cc4)nc3n2C)cc1 returned Dicer processing -0.28.
For CCOC(=O)C(NC(=O)CC)(Nc1ccc(F)cc1)C(F)(F)F (stereo not drawn) the results were Dicer processing 6.64.
COC(=O)c1cc(-c2ccc(OC)cc2OC)no1 was read as Dicer processing 0.62.
Cn1c2ccccc2c2nn3c(SCc4ccccc4)nnc3nc21 was read as Dicer processing 1.37.
`c1ccc2[nH]c(CCCc3nc4ccccc4[nH]3)nc2c1` gave Dicer processing 2.51.
Screening Cc1nnc2n(c1=O)C(CS(=O)(=O)c1ccccc1)CS2 (stereo not drawn) returned Dicer processing -1.63.
`CC1(C)CC(=O)C2=C(C1)Nc1nonc1NC2c1cccnc1` (stereo not drawn) gave Dicer processing 0.59.
For COC(=O)CCCCCCCC(=O)Nc1nnc(C(F)(F)F)s1 the results were Dicer processing 0.63.
Screening O=C(O/N=C(/Cc1ccccc1)C(F)(F)F)c1ccc(Cl)cc1 returned Dicer processing -0.11.
For Cc1onc(-c2c(Cl)cccc2Cl)c1NC(=O)NN1CCCCC1 the results were Dicer processing 1.24.
For CCSCCOC(=O)C1=C(C)NC2=C(C(=O)CC(C)(C)C2)C1c1ccc(SC)cc1 (stereo not drawn) the results were Dicer processing 2.8.

At a glance, part of the list above.
Screening Cc1ccc(-c2cn3cc(-c4ccc(Br)cc4)nc3n2C)cc1 returned Dicer processing -0.28.
For CCOC(=O)C(NC(=O)CC)(Nc1ccc(F)cc1)C(F)(F)F (stereo not drawn) the results were Dicer processing 6.64.
COC(=O)c1cc(-c2ccc(OC)cc2OC)no1 was read as Dicer processing 0.62.
Cn1c2ccccc2c2nn3c(SCc4ccccc4)nnc3nc21 was read as Dicer processing 1.37.
`c1ccc2[nH]c(CCCc3nc4ccccc4[nH]3)nc2c1` gave Dicer processing 2.51.

(more compounds)
CCOCCOC(=O)C1=C(C)NC2=C(C(=O)CC(c3ccccc3)C2)C1c1cccc2ccccc12 (stereo not drawn) was read as Dicer processing 5.19*.
Screening O=C(CSc1nc(SCC(=O)c2ccccc2Cl)c2ccccc2n1)c1ccccc1Cl returned Dicer processing 1.19.
CC(C)(C)OC(=O)NC(Cc1ccccc1)C(N)=O (stereo not drawn) was read as Dicer processing 0.33.
COC(=O)c1cc(=O)n2c(n1)sc1cc(OC)ccc12 was read as Dicer processing -0.38.
`CCOC(=O)C(NC(=O)c1cccc(C)c1)(Nc1cccc(C)n1)C(F)(F)F` (stereo not drawn) gave Dicer processing -1.65.
Screening CCOC(=O)C1=C(C)NC2=C(C(=O)CC(c3ccccc3)C2)C1c1ccc(C)o1 (stereo not drawn) returned Dicer processing 1.2.
N#Cc1c(C(F)(F)F)cc(-c2ccccc2)[nH]c1=O was read as Dicer processing -0.25.
Cc1ccccc1-c1nnc2c3ccccc3c(C)nn12 was read as Dicer processing 4.96*.
`O=[N+]([O-])c1ccc(N2CC=CCC2)nc1` gave Dicer processing -0.2.
`CN(Cc1ccccc1)C(=O)c1cc2n(n1)C(C(F)(F)F)CC(c1ccccc1)N2` (stereo not drawn) gave Dicer processing 3.02*.
Cc1ccc(Cl)cc1N1C(=O)c2ccncc2C1=O was read as Dicer processing 3.42*.
CC(C)c1ccc2c(c1)CCC1C(C)(CNC(=O)NC(C)(C)C)CCCC21C (stereo not drawn) was read as Dicer processing 1.
O=C(Oc1ccc2c(c1)OCC2=O)c1ccc(Cl)cc1 was read as Dicer processing -0.82.
For COC(=O)C(=O)/C=C(\O)c1ccc(Cl)cc1 the results were Dicer processing -1.75.
For O=C1c2ccccc2C(=O)c2c(NC3CCCCC3)ccc(NC3CCCCC3)c21 the results were Dicer processing -0.66.
For CNCC[C@H](Oc1ccc(C(F)(F)F)cc1)c1ccccc1 the results were Dicer processing -1.76.
CC12CCC(c3c1nn(-c1ccccc1)c3C(F)(F)F)C2(C)C (stereo not drawn) was read as Dicer processing 0.08.
`N#C/C(=C\N1CCN(Cc2ccccc2)CC1)S(=O)(=O)c1ccccn1` gave Dicer processing -1.36.
Screening Cc1onc(-c2c(Cl)cccc2Cl)c1NC(=O)N(C)C returned Dicer processing -0.44.
`CC(C)COC(=O)CNc1n[nH]c(=O)[nH]c1=O` gave Dicer processing -0.65.
O=C(O)c1cc(-c2cc(Cl)ccc2Cl)nc2ccccc12 was read as Dicer processing -0.54.
`Cc1ccc(S(=O)(=O)n2nc(-c3ccc(Cl)cc3)nc2N)cc1` gave Dicer processing 3.18*.
C=C1C[C@]23C[C@@]1(O)CC[C@H]2[C@@]12C=C[C@H](O)C(C)(C(=O)O1)[C@H]2[C@@H]3C(=O)O was read as Dicer processing 1.08.
CN1CCN(c2nc3c(c(=O)n(C)c(=O)n3C)n2Cc2cccc(F)c2)CC1 was read as Dicer processing 2.75.
`COC(=O)C1=C(C)NC2=C(C(=O)CC(C)(C)C2)C1c1ccc(O)c(OC)c1` (stereo not drawn) gave Dicer processing -1.22.
COC(=O)C1=C(\N2CCOCC2)CCCC/C=C\1C(=O)OC was read as Dicer processing -0.22.
For Cc1ccc(S(=O)(=O)N(CCc2cccs2)CC(=O)O)cc1 the results were Dicer processing 1.41.
Screening O=S(=O)(Nc1ccc2c(c1)nc1n2CCN(Cc2ccccc2)C1)c1ccc(F)cc1 returned Dicer processing -0.72.
`Cc1sc2ncnc(SCC(=O)OCC(C)C)c2c1C` gave Dicer processing -0.2.
Cc1cc2oc(=O)sc2cc1NS(=O)(=O)c1cccc2cccnc12 was read as Dicer processing -3.6.
`c1ccc(C2=NCCN=C2c2ccccc2)cc1` gave Dicer processing 0.6.
C/C(=N\OCc1ccc(Br)cc1)c1ccc(Sc2ccccn2)c([N+](=O)[O-])c1 was read as Dicer processing -0.26.
`O=C1CC(C(=O)Nc2ccc3c(c2)OCO3)SC(=Nc2ccccc2)N1` (stereo not drawn) gave Dicer processing -0.7.
`CCN(CC)CCNC(=O)c1ccc(NC(C)=O)cc1` gave Dicer processing 0.94.
Screening CCCn1c(N2CCCCC2)nc2c1c(=O)[nH]c(=O)n2C returned Dicer processing 0.93.
For NC(=NC(=O)c1cccc(Cn2cc(C(F)(F)F)ccc2=O)c1)c1ccc(Cl)cc1 the results were Dicer processing -0.64.

Random excerpt: two records from the list, in no set order.
Screening Cc1ccc(-c2cn3cc(-c4ccc(Br)cc4)nc3n2C)cc1 returned Dicer processing -0.28.
For Cc1onc(-c2c(Cl)cccc2Cl)c1NC(=O)NN1CCCCC1 the results were Dicer processing 1.24.

(further entries)
CCCNC(C)(C)COC(=O)c1ccccc1 was read as Dicer processing 0.74.
CCCOC(=O)C1=C(C)NC2=C(C(=O)CC(C)(C)C2)C1c1ccccc1OCCC (stereo not drawn) was read as Dicer processing 4.75.
Screening O=C(O)c1cc(=O)[nH]c2ccccc12 returned Dicer processing -0.56.
`CCOC(=O)c1cc2c(NCc3ccc(Cl)cc3Cl)nccc2nc1C(F)(F)F` gave Dicer processing -4.51.
For CN(C)/C=N/NC(=O)Cn1nnc(-c2ccc(C(F)(F)F)cc2)n1 the results were Dicer processing -1.04.
For CCC(=O)N1c2ccccc2-c2nnc(SC)nc2OC1c1ccc2c(c1)OCO2 (stereo not drawn) the results were Dicer processing 0.15.
`O=S(=O)(Oc1ccc(Oc2ccccc2)cc1)c1cccc(Cl)c1Cl` gave Dicer processing 0.39.
For O=C(CN1CCOCC1)N1N=C2c3ccccc3CCC2C1c1ccc(Cl)cc1 (stereo not drawn) the results were Dicer processing 1.56.
For Cc1onc(-c2ccccc2Cl)c1C(=O)N(C1CCCCC1)C1CCCCC1 the results were Dicer processing 1.1.
`CC(=O)c1sc2nc(-c3ccccc3)nc(C)c2c1N` gave Dicer processing -0.84.
Screening CSc1s[s+]c(SC)c1-c1ccccc1 returned Dicer processing -1.77.
For C=CCSc1nc(N)c(C(c2ccc(Cl)cc2Cl)c2c(N)nc(SCC=C)[nH]c2=O)c(=O)[nH]1 the results were Dicer processing 0.69.

Gathered by group, the compounds so far with a tert-butyl group.
CC(C)(C)OC(=O)NC(Cc1ccccc1)C(N)=O (stereo not drawn) was read as Dicer processing 0.33.
CC(C)c1ccc2c(c1)CCC1C(C)(CNC(=O)NC(C)(C)C)CCCC21C (stereo not drawn) was read as Dicer processing 1.

Other records:
Cc1ccnc(S/C=C/C(=O)c2ccc(I)cc2)n1 was read as Dicer processing 0.01.
For COc1ccc(NC(=O)N2CCC(C(=O)O)CC2)cc1OC1CCCC1 the results were Dicer processing -0.32.
Screening CSc1sc(C(=O)c2ccc(Cl)cc2)c2c1C(=O)CC(C)(C)C2 returned Dicer processing -1.1.
For CCOC(=O)Oc1ccc2c(=O)c(-c3ccc(OC)c(OC)c3)c(C(F)(F)F)oc2c1 the results were Dicer processing 1.67.
`CNC(=S)NNC(=O)CSc1c(C)[nH]c2ccccc12` gave Dicer processing -0.53.
For COc1cccc(-c2ncnn2-c2sc3c(c2C#N)CCCCC3)c1OC the results were Dicer processing -2.05.
Screening COc1ccc(C(=O)C[n+]2cc(-c3ccccc3)n3c2CCC3)cc1 returned Dicer processing -1.2.
For COC(=O)C1=C(C)NC(C)=C(C(=O)OC)C1c1cccc(NC(=O)NCCCN2CCC(c3cccc(OC)c3)CC2)c1 the results were Dicer processing -0.07.
COc1ccc(C2Nc3c(C)cc(C)cc3-c3cc(C)nn32)c(OC)c1 (stereo not drawn) was read as Dicer processing 3.62*.
Screening CC(C)CCn1c(N2CCOCC2)nc2c1c(=O)[nH]c(=O)n2C returned Dicer processing -0.17.
Cc1nc([N+](=O)[O-])cn1CCCOc1ccc(Cl)cc1 was read as Dicer processing -0.27.
`Cc1ccc(SCC(=O)Nc2ccc(F)cc2F)cc1` gave Dicer processing -1.08.

A draw from above in order of heavy-atom count, lowest first.
Cc1nc([N+](=O)[O-])cn1CCCOc1ccc(Cl)cc1 was read as Dicer processing -0.27.
For COc1cccc(-c2ncnn2-c2sc3c(c2C#N)CCCCC3)c1OC the results were Dicer processing -2.05.
For COC(=O)C1=C(C)NC(C)=C(C(=O)OC)C1c1cccc(NC(=O)NCCCN2CCC(c3cccc(OC)c3)CC2)c1 the results were Dicer processing -0.07.

Additional records follow:
For COc1cc(OC)cc(-c2nc(-c3cc4ccc(C)cc4[nH]c3=O)no2)c1 the results were Dicer processing 0.27.
Screening CCO/C(C)=N/OC(=O)Nc1ccc(OC(F)(F)F)cc1 returned Dicer processing 0.04.
c1ccc(-c2cc3ncc4c(n3n2)-c2ccccc2OC4)cc1 was read as Dicer processing -1.65.
For CC(C)(C)c1ccc(-c2nc(NCCCN3CCOCC3)c3ccccc3n2)cc1 the results were Dicer processing 0.3.
CSc1c(C#N)c(-c2ccc(Cl)cc2)nn1C(=O)c1cccs1 was read as Dicer processing 0.03.
For Cc1cc(N2CCN(c3ccccc3)CC2)nc2ccccc12 the results were Dicer processing -0.45.
CCOC(=O)c1c(NC(=O)CCC(=O)OC)sc2c1CCC2 was read as Dicer processing 1.06.
`N#CC1=C(N)Oc2n[nH]c(-c3ccccc3)c2C12C(=O)Nc1ccc(F)cc12` (stereo not drawn) gave Dicer processing -0.26.
For CCc1ccc(Oc2coc3cc(OC(=O)OC)ccc3c2=O)cc1 the results were Dicer processing 0.69.
For CCOc1ccsc1NC(=O)Nc1cccc(C(F)(F)F)c1 the results were Dicer processing -0.82.
For FC(F)(F)c1cc(C(F)(F)F)n2ncc(-c3nc(-c4ccc(Cl)cc4)cs3)c2n1 the results were Dicer processing 0.48.
Screening CCCN(CCC)C(=O)C1Sc2nnc(C)n2NC1c1ccc(OC)c(Br)c1 (stereo not drawn) returned Dicer processing -0.82.
Cc1nnc(NC(=O)CSc2nnc3c4ccccc4n(C)c3n2)s1 was read as Dicer processing 1.08.
CCn1c(C(C)Oc2ccc(Cl)cc2)n[nH]c1=S (stereo not drawn) was read as Dicer processing -6.24.
Screening Cc1nn(C)c2ncc(C(=O)N=S(C)(=O)c3ccccc3)c(SC(C)C)c12 (stereo not drawn) returned Dicer processing 0.24.
COc1nc2c(c(-c3ccc4ccccc4c3)c1C#N)CCc1ccccc1-2 was read as Dicer processing -1.35.
CCCc1cc(=O)oc2cc(OCC(=O)NN)ccc12 was read as Dicer processing 0.06.
`CC(C)c1ccc2oc(-c3ccc(N)cc3)nc2c1` gave Dicer processing 2.47.
For O=C(Nc1cccnc1)c1cc2n(n1)C(C(F)(F)F)CC(c1ccco1)N2 (stereo not drawn) the results were Dicer processing 0.
CCOC(=O)c1csc(-c2sc(SC)c(C(C)=O)c2C)n1 was read as Dicer processing -0.91.
Screening CCc1nc(C)ccc1OCC(=O)O returned Dicer processing -0.3.
Screening Cc1cc(=O)n2ncnc2n1CC(=O)NNC(=S)Nc1ccc(Cl)cc1Cl returned Dicer processing 0.15.
Cc1ccc(C(=O)n2nc(C)c(Sc3nccn3C)c2C)cc1 was read as Dicer processing -0.79.
O=C1CC2C3C=C(Br)C4C3CC2C14 (stereo not drawn) was read as Dicer processing -1.18.
Nc1ncnc2nc(SCc3ccc(Cl)cc3)[nH]c12 was read as Dicer processing -0.96.
`CCN(CC)C(=O)C1Sc2nnc(-c3ccccc3)n2NC1c1ccc(Cl)cc1` (stereo not drawn) gave Dicer processing 2.2.
CCCCOC(=O)COc1ccc2oc(-c3ccc(OC)cc3)cc(=O)c2c1 was read as Dicer processing 1.04.
`Cc1ccc(N2C(=O)CSC23CCCCC3)cc1C` gave Dicer processing 0.07.
Screening CCOc1cc(C2C(C(=O)OCCOC)=C(C)NC3=C2C(=O)CCC3)ccc1O (stereo not drawn) returned Dicer processing 1.31.
O=C(CSc1nc2ccccc2[nH]1)Nc1ncccn1 was read as Dicer processing 0.74.
For Clc1cccc(Sc2ccc(-c3ccccn3)s2)c1 the results were Dicer processing -0.72.
Screening Cc1oc2ccc(NS(=O)(=O)c3cccs3)cc2c1C(=O)OC(C)C returned Dicer processing 0.74.
`COc1ccc(-c2cc3ncc(C)n3c(Nc3ncccc3C(N)=O)n2)cc1OC` gave Dicer processing 0.11.
`CCC(=O)Nc1sc2c(c1C(=O)Nc1ccc(Cl)cc1)CCC2` gave Dicer processing 0.55.
For COc1ccc(C2CC(=O)C3=C(C2)Nc2ccccc2NC3c2ccc(F)cc2)cc1 (stereo not drawn) the results were Dicer processing 1.56.
Cn1c(SCC(=O)Nc2ccccc2)nnc1SCC(=O)Nc1ccccc1 was read as Dicer processing -0.03.
